High-throughput results deposited in PubChem BioAssay by several laboratories.
SDO1 yeast rescue = growth rescue of sdo1-depleted yeast, primary screen, S. cerevisiae, bone marrow failure model | AID 817, 2007 | 140,000 tested, 0.21% active | z-score at 10 µM | S. cerevisiae sdo1-depleted JHY4D growth rescue, OD600 30 h; stronger effect = higher value; pdr5 snq2 efflux-pump mutant strain;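 active = z-score above 3 at both the 24 hr and the 30 hr optical density reads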;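 note: z-score against mean and SD of all compound wells on the same plate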
Insulin prom inh = inhibitors of insulin promoter-driven GFP, primary screen, imaging, TRM-6 cells (human fetal islet line), eGFP reporter, cell count; reporter expression induced with tamoxifen; inhibition, % at 2 µM; 130,000 tested, 0.9% active; AID 1273, 2008;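 active = inhibition above the mean plus 3 SD, with well images judged a real hit on visual review, cut at about 60% in these data, passing the limit was not always enough; inconclusive = inhibition over the cutoff but images rejected on review; inactive = inhibition not above the cutoff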
SDO1 yeast rescue Rescue 24 h = second read-out of SDO1 yeast rescue, no call of its own (marks repeat the call); z-score; S. cerevisiae sdo1-depleted JHY4D growth rescue, OD600; measured here: growth rescue at 24 h;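 0 is the plate mean of compound wells and units are plate SD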
Active calls of the source: *; ? = inconclusive; . = not tested or not shown.

Start of the data: the first 13 entries, ahead of the listing:
SDO1 yeast rescue Rescue 24 h,SDO1 yeast rescue,Insulin prom inh,smiles
-0.3,-0.69,74*,COc1ccc(NC(=O)c2cccnc2Nc2ccc(OC)cc2)cc1
.,.,92*,c1ccc(CNc2nc(-c3cccs3)nc3ccccc23)nc1
-0.65,-0.2,-46,CCCCOC(=O)C1=C(C)Nc2ncnn2C1c1cc(OC)ccc1OC (stereo unspecified)
-1.3,-0.97,18,CN=c1scc(C)n1/N=C/c1ccc(O)cc1O
-1.2,-0.59,-9,Cc1ccc(NC(=O)C(=O)NCCN2CCN(C(=S)Nc3ccccc3)CC2)cc1
0.13,-0.27,7,O=C(Nc1ccc2c(c1)OCO2)C1CCN(S(=O)(=O)c2ccc3c(c2)OCCO3)CC1
-0.71,0.24,.,CCN1CCCC1CNC(=O)C1CCN(Cc2nc(-c3cccc(Br)c3)oc2C)CC1 (stereo unspecified)
-0.62,-0.37,5,CN(C)CCNC(=O)C12CC3(C)CC(C)(CC(C)(C3)C1)C2
-0.02,-0.34,58,Cc1ccccc1NC(=O)Cc1nnc(SCc2ccc(Cl)c(Cl)c2)n1C
-0.65,0.68,25,CC(=O)c1cccc(NC(=O)C2CCCC2)c1
-0.44,-0.98,.,COC(=O)c1ccc(CSc2nc(C(F)(F)F)c3c(c2C#N)CCC3)o1
-0.72,1,.,COc1ccc(C2=NOC(C(=O)N3CCCCCC3)C2)cc1OC (stereo unspecified)
-0.29,-0.27,11,O=c1cc(CNc2ccc(Br)cc2)nc2sccn12

Results, previewed entries included:
SDO1 yeast rescue Rescue 24 h,SDO1 yeast rescue,Insulin prom inh,smiles
-0.3,-0.69,74*,COc1ccc(NC(=O)c2cccnc2Nc2ccc(OC)cc2)cc1
.,.,92*,c1ccc(CNc2nc(-c3cccs3)nc3ccccc23)nc1
-0.65,-0.2,-46,CCCCOC(=O)C1=C(C)Nc2ncnn2C1c1cc(OC)ccc1OC (stereo unspecified)
-1.3,-0.97,18,CN=c1scc(C)n1/N=C/c1ccc(O)cc1O
-1.2,-0.59,-9,Cc1ccc(NC(=O)C(=O)NCCN2CCN(C(=S)Nc3ccccc3)CC2)cc1
0.13,-0.27,7,O=C(Nc1ccc2c(c1)OCO2)C1CCN(S(=O)(=O)c2ccc3c(c2)OCCO3)CC1
-0.71,0.24,.,CCN1CCCC1CNC(=O)C1CCN(Cc2nc(-c3cccc(Br)c3)oc2C)CC1 (stereo unspecified)
-0.62,-0.37,5,CN(C)CCNC(=O)C12CC3(C)CC(C)(CC(C)(C3)C1)C2

The list continues.
SDO1 yeast rescue Rescue 24 h,SDO1 yeast rescue,Insulin prom inh,smiles
-0.02,-0.34,58,Cc1ccccc1NC(=O)Cc1nnc(SCc2ccc(Cl)c(Cl)c2)n1C
-0.65,0.68,25,CC(=O)c1cccc(NC(=O)C2CCCC2)c1
-0.44,-0.98,.,COC(=O)c1ccc(CSc2nc(C(F)(F)F)c3c(c2C#N)CCC3)o1
-0.72,1,.,COc1ccc(C2=NOC(C(=O)N3CCCCCC3)C2)cc1OC (stereo unspecified)
-0.29,-0.27,11,O=c1cc(CNc2ccc(Br)cc2)nc2sccn12
-0.11,0.05,10,O=C(NCc1ccccc1)c1ccco1
1.5,0.54,12,O=C(O)c1ccc(C2CCCCC2)cn1
-0.42,-0.43,23,COC(=O)Cn1c2ccc(OC)cc2c2nc3ccccc3nc21

Continued.
SDO1 yeast rescue Rescue 24 h,SDO1 yeast rescue,Insulin prom inh,smiles
-0.67,-0.6,0,COc1cccc(N(CC(=O)Nc2ccc3c(c2)OCO3)S(=O)(=O)c2ccccc2)c1
0.93,0.8,18,O=C(COC(=O)C12CC3CC(CC(C3)C1)C2)Nc1ncc(Cl)cc1Cl
-1.4,-1.9,42,CCOc1c(Br)ccc2c1sc1nc[nH]c(=O)c12
-0.69,-1.3,-412,Cc1ccc(CN(C(=O)C(F)(F)F)C(C(=O)NC2CCCCC2)c2ccco2)cc1 (stereo unspecified)
0.7,0.59,26,Cc1cc2cc(OCC(=O)O)ccc2n1C
-1.3,-1.9,.,Nc1c(C(=O)NCCN2CCOCC2)c2nc3ccccc3nc2n1CCc1ccccc1F
.,.,14,COc1ccc(NCC(=O)N2CCCC2)cc1Cl
.,.,12,Cc1cccc(NC(=O)C(C)n2cc([N+](=O)[O-])cn2)n1 (stereo unspecified)

The list continues:
SDO1 yeast rescue Rescue 24 h,SDO1 yeast rescue,Insulin prom inh,smiles
-0.77,-0.7,-20,C(=N\Nc1nc(Nc2ccccc2)nc(N2CCOCC2)n1)/c1c[nH]c2ccccc12
0.36,0.13,64,O=C(CSc1nccn1-c1ccccc1)NCc1ccc2c(c1)OCO2
-1.1,-1.2,-168,CC1CCN(c2nc(CN3CCCCC3)nc3scc(-c4ccccc4)c23)CC1
1.2,1,9,COc1ccc(CCNC(=O)CSCc2ccc([N+](=O)[O-])cc2)cc1
1.1,0.98,10,OCCNC(=S)NCCc1ccccc1
.,.,17,COc1ccc(C2C(C(=O)N3CCN(c4ccccn4)CC3)CCC(=O)N2c2cc(OC)c(OC)c(OC)c2)cc1 (stereo unspecified)
-0.75,-0.73,70,O=C(Nc1ccc2c(c1)OCO2)C(c1ccc(Cl)cc1)N1CCN(C(=O)c2ccco2)CC1 (stereo unspecified)
0.61,0.57,-51,CC(C)(C)c1cc2cccnc2n1Cc1ccccc1

Going on with the list.
SDO1 yeast rescue Rescue 24 h,SDO1 yeast rescue,Insulin prom inh,smiles
0.58,0.58,-7,Cc1ccc(N(CC(=O)NCc2ccncc2)S(C)(=O)=O)cc1Cl
1.9,-0.58,-25,CCOC(=O)c1cnc(-c2ccccc2)nc1Oc1ccc(Cl)c(Cl)c1
-1.1,-1,-31,CCOC(=O)C1CCN(S(=O)(=O)c2cccc(-c3cn4cccc(C)c4n3)c2)CC1
-0.35,-0.96,25,CCN(CC)S(=O)(=O)c1ccc2oc(SCC(=O)NCc3ccccc3)nc2c1
-0.45,-0.65,-3,CCN(CC)Cc1cc(CCNC(=O)c2ccc(Cl)cc2)ccc1O
-1.2,-0.91,.,COC(=O)c1ccc2c(c1)N(C)CCS2
-0.59,0.21,8,C=CCn1c(=N)c(C(=O)NCCCOC)cc2c(=O)n3cccc(C)c3nc21
.,.,16,Cn1c(=O)c2c(nc(SCC(=O)N3CCCc4ccccc43)n2C)n(C)c1=O

Carrying on:
SDO1 yeast rescue Rescue 24 h,SDO1 yeast rescue,Insulin prom inh,smiles
2.9,1.2,-35,O=C(NC1CCCCC1)C(c1ccc2ncccc2c1)N(Cc1ccc(F)cc1)C(=O)c1ccc2c(c1)OCCO2 (stereo unspecified)
1.5,-0.09,-48,O=C(CN1CCCN(Cc2ccc(F)cc2Cl)C1=O)NC1CCCCCC1
-1.2,-1.7,.,CCOc1ccc(-c2cc(CCCC(=O)NCc3ccc(C)cc3)no2)cc1
-0.62,-0.17,23,CC1=CC(C)(C)NC(=S)N1c1cccc(C)c1
.,.,47,CCN1CCN(C(=O)c2ccccc2Nc2ccc(SC(F)F)cc2)CC1
-0.31,-1.4,33,Cc1ccc(OC(=O)COc2ccccc2C)c(-n2nc3ccccc3n2)c1
0.38,0.04,-21,COC(=O)c1ccc(SCC(=O)NC2CCCCC2)c([N+](=O)[O-])c1
-0.02,0.45,0,CC(=O)c1cc2c(cc1NC(=O)CSc1nc3ccccc3o1)OCO2

The listing continues.
SDO1 yeast rescue Rescue 24 h,SDO1 yeast rescue,Insulin prom inh,smiles
0.09,0.55,14,Cn1c(NC(=O)COc2ccccc2)cc(=O)n(C)c1=O
-1.3,-0.94,13,CC(=O)OCC(=O)[C@@]1(O)[C@H](C)C[C@H]2[C@@H]3CCC4=CC(=O)C=C[C@]4(C)[C@@]3(F)[C@@H](O)C[C@@]21C
1.7,1.9,64,C=CCNc1nc2c3ccccc3n(C(C)=O)c2s1
-1.1,-0.86,0,Cc1ccsc1-c1n[nH]c(=S)n1CC(C)C
-0.37,-0.33,-29,CC(Sc1nnc(-c2cccs2)n1Cc1ccccc1)C(=O)NCc1ccc2c(c1)OCO2 (stereo unspecified)
.,.,25,Cc1ccnc(NC(=O)c2cc([N+](=O)[O-])cc([N+](=O)[O-])c2)c1
0.28,0.42,-87,CCCNC(=O)Nc1ccc2c(c1)N(C)C(=O)c1ccccc1S2
.,.,-58,O=Cc1ccc2cccnc2n1

(cont.)
SDO1 yeast rescue Rescue 24 h,SDO1 yeast rescue,Insulin prom inh,smiles
-0.08,-0.15,-22,COC(=O)c1cccc(NC(=O)/C=C/c2ccc3c(c2)OCO3)c1
.,.,-45,CCOc1ccccc1NC(=O)NC(=O)N(C)S(=O)(=O)c1ccc(C)cc1
0.21,0.59,-8,CCn1cc(CNC(=O)NC2CCCCC2)c(C)n1
0.95,0.68,.,Cc1noc(C)c1S(=O)(=O)N1CCC(C(=O)N2CCN(Cc3ccc4c(c3)OCO4)CC2)CC1
-0.95,-1.3,-109,O=C1CCCC2=C1C(Cc1ccccc1)C1=C(CCCC1=O)O2
0.85,0.62,-44,CCCNC(=O)Cn1c(=O)oc2ccccc21
0.31,0.37,-120,COc1ccc(COc2cc(-c3cccc(OC)c3)nc3ccc(N)cc23)cc1
2.5,0.57,.,Cc1ccc([N+](=O)[O-])cc1NC(=S)NC(=O)c1ccco1

Further compounds follow:
SDO1 yeast rescue Rescue 24 h,SDO1 yeast rescue,Insulin prom inh,smiles
.,.,5,O=[N+]([O-])c1ccc(S(=O)(=O)NCCN2CCOCC2)cc1
0.4,0.54,-1,O=C(O)C(Cc1ccccc1)N1C(=O)c2ccccc2C1=O (stereo unspecified)
-1.1,-0.95,.,O=C(O)C1C2C=CC(C2)C1C(=O)NCCCN1CCOCC1 (stereo unspecified)
-0.51,-0.87,-40,Cc1ccccc1/C=C/c1nc2ccccc2c(=O)n1Cc1ccccc1
1.3,1.1,-15,COc1cc(/C=C/C(=O)O)cc(S(=O)(=O)NCCO)c1OC
.,.,-73,O=C(c1ccccn1)N(c1ccccc1)C1(C(=O)NC2CCCCC2)CCCCC1
-0.49,0.32,.,O=C(NCc1cn2ccccc2n1)c1ccc(Br)o1
-0.33,-0.26,17,CCn1c(SCC(=O)c2ccc3c(c2)OCCO3)nnc1-c1ccco1

(cont.)
SDO1 yeast rescue Rescue 24 h,SDO1 yeast rescue,Insulin prom inh,smiles
-0.07,-0.39,.,CC1=CC(C)(C)N(C(=O)CSc2nccn2C)c2cc(C)ccc21
-0.56,1,.,O=C(Cn1c(=O)n(-c2ccc(F)cc2)c(=O)c2sccc21)N1CCCC1
.,.,-5,N/C(Cc1ccc([N+](=O)[O-])cc1)=N\OC(=O)C1CCCCC1
-0.77,-0.97,3,Cc1cc2cc(CN(Cc3nnnn3C3CCCCC3)CC3CCCO3)c(=O)[nH]c2cc1C (stereo unspecified)
-1.7,-2,-36,CC(C)=CCC/C(C)=C/CC(C)(C)CNCCN1CCNCC1
.,.,6,O=C(NN1CCOCC1)c1ccc(S(=O)(=O)N2CCCCC2)cc1
-0.4,0.56,9,Cc1ccc(S(=O)(=O)/N=C2\C(=O)c3ccccc3C([O-])=C2n2cc[n+](CCC(C)C)c2)cc1
-0.4,0.92,21,Cc1cc(C)c(S(=O)(=O)Nc2cccc(/C=C/C(=O)O)c2)c(C)c1

(more compounds)
SDO1 yeast rescue Rescue 24 h,SDO1 yeast rescue,Insulin prom inh,smiles
-1.3,-2.2,16,COc1ccc(C(C)(C)C)cc1NC(=O)Nc1ccc2c(c1)OCO2
0.3,0.61,35,O=C(Nc1ccccc1NC(=O)NC1CCCCC1)NC1CCCCC1
1.9,1.4,.,CCOC(=O)c1c(CN2CCCCC2)n(C)c2cc(Br)c(O)c(CN(C)C)c12
.,.,27,O=C(O)CC(CNS(=O)(=O)c1cccc2nsnc12)c1ccccc1 (stereo unspecified)
-0.11,-0.13,0,COc1ccc(NC(=S)NC2CCS(=O)(=O)C2)cc1 (stereo unspecified)
0.15,-0.11,?,Cc1ccc(-c2c3c([nH]c(=S)c2C#N)CCCC3)o1
-1.3,-0.49,36,COc1ccc(S(=O)(=O)N2CCCC(C(=O)NC3CCCCC3)C2)cc1 (stereo unspecified)
-0.32,-0.33,33,CC(=O)c1cccc(NS(=O)(=O)c2cc(OCC(N)=O)c(C)cc2Cl)c1

New compounds follow
SDO1 yeast rescue Rescue 24 h,SDO1 yeast rescue,Insulin prom inh,smiles
1.3,1.1,-13,O=C(CCc1nc2ccccc2c(=O)[nH]1)OCc1cccc(C(F)(F)F)c1
-0.2,0.09,.,O=C(c1cccs1)N1CCN(C/C=C/c2ccccc2)CC1
-0.77,-0.03,22,CCOC(=O)N1CCN(C(=O)c2cc3c(=O)[nH]c4ccccc4c3s2)CC1
.,.,0,CC(C)N(Cc1ccccc1)C(=S)NCc1ccccc1
0.25,-0.13,-281,CN1CCN(/C=N/c2c(C#N)cnn2C)CC1
.,.,-67,O=C(CSc1ncccn1)N/N=C/c1ccccc1[N+](=O)[O-]
.,.,-64,CCN(CC)C(=O)CSc1nc2ccccc2c(=O)n1CCC(=O)NCCc1ccc(OC)c(OC)c1
0.49,0.73,-23,O=C(Nc1ccccc1N1CCCCC1)c1ccc(-c2ccc(Cl)cc2)o1

More records
SDO1 yeast rescue Rescue 24 h,SDO1 yeast rescue,Insulin prom inh,smiles
.,.,-35,CCN(Cc1ccccc1)c1c(C(=O)O)cnc2c1cnn2C
-0.12,-0.22,.,Nc1nnc(-c2ccccc2Cl)s1
0.45,0.47,4,COc1ccc(/C=C2\SC(=O)N(CCC(=O)Nc3ccccc3)C2=O)cc1OC
0.73,0.57,16,COc1ccc(OCCC(=O)OCC(=O)NC(=O)NC(C)(C)C)cc1
.,.,20,CSC(=NC#N)N1CCN(c2ccccn2)CC1
